KB-3-1 tox: qHTS assay for MDR1-selective chemotherapeutics: Primary screen using the parental adenocarcinoma cell KB-3-1; 400,000 tested, 1.4% active; Potency, µM (highest dose often 46.1 µM), inactives show top-dose activity change, negative = cytotoxic, most hits filed as cytotoxic; KB-3-1 viability, CellTiter-Glo ATP luminescence, 72 h; further: potency means the concentration at half of the fitted maximal effect; on the % scale 0 is the no-effect control and ±100 the full control effect; nearly all actives have a fitted effect of over 60% in size
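Cells are dispensed, compounds pinned in, plates held at 37 °C for 72 h, then CellTiter-Glo is added and luminescence read after 10 minutes. Cell line: parental KB-3-1 in phenol-red-free DMEM, 10% FBS.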
SW480 rerep: A quantitative high throughput screen for small molecules that induce DNA re-replication in SW480 colon adenocarcinoma cells; SW480 DNA re-replication, Hoechst DNA content imaging, 48 h; Potency, µM (series often up to 46.1 µM), for inactives: at the highest dose re-replication activation, hits mostly activators; 340,000 tested, 1.8% active; further: potency means the concentration at half of the fitted maximal effect; % of control where 0% means no effect; nearly all actives have a fitted effect of over 55% in size
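Cells (250 per well) received 23 nL compound or DMSO by pin tool and were kept 48 hr at 37 C, 5% CO2. Nuclei were then stained with Hoechst for 40 min and scanned for DNA content.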
HT1080NT lethal: qHTS for induction of synthetic lethality in tumor cells producing 2HG: qHTS for the HT-1080-NT fibrosarcoma cell line; HT-1080-NT fibrosarcoma viability, CellTiter-Glo ATP luminescence, 48 h; Potency, µM (top dose mostly 46.1 µM), inactives show at the highest dose activity, negative = less viability, actives largely listed as cytotoxic; 360,000 tested, 1.6% active;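 further: NT is the 2HG producing partner of a matched IDH1 knockdown line; potency means the concentration at half of the fitted maximal effect; 0% = DMSO-treated cells and -100% = media-only wells without cells; nearly all actives have a fitted effect of over 55% in size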
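Viability of the 2HG-overproducing fibrosarcoma line after 48 hours of compound exposure at 37 degrees C was determined by luminescence with CellTiter-Glo, and concentration-effect curves were then fitted and categorized.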
IL-1B inflam inh: qHTS for Inhibitors of Inflammasome Signaling: IL-1-beta AlphaLISA Primary Screen. THP-1 LPS/ATP IL-1B secretion, AlphaLISA, 16 h; active compounds read low. 360,000 tested, 4.7% active. activity change, % at 57.5 µM; in the data active means activity change below about -50%; inconclusive means mostly about -30% to -49%; further: on the % scale 0 is the no-effect control and ±100 the full control effect
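THP-1 cells pretreated 1 hr with compounds (up to 57.5 uM final), then stimulated with LPS (250 ng/mL final) plus ATP (1.25 mM final); secreted IL-1B measured by AlphaLISA after 16 hr, decreased signal indicating inhibition.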
ATXN2 expr inh: Primary qHTS for Inhibitors of ATXN expression. 360,000 tested, 0.72% active. HEK-293 ATXN2-luciferase reporter, luminescence, 24 h. AID 1745845, 2022. Potency, µM (series often up to 57 µM), for inactives: top-dose activity change, negative = inhibition, most hits filed as inhibitors; further: potency means the concentration at half of the fitted maximal effect; on the % scale 0 is the no-effect control and ±100 the full control effect; nearly all actives have a fitted effect of over 55% in size
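qHTS (up to 57 uM final) was run with 24 h compound exposure of reporter cells at 37 °C. Each well was multiplexed: SteadyGlo luminescence measured ATXN2-luciferase expression after a fluorogenic Gly-Phe-AFC viability readout (25 uM final).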
HT1080 IDH1KD tx: qHTS for induction of synthetic lethality in tumor cells producing 2HG: qHTS for the HT-1080-IDH1KD cell line | HT-1080 IDH1 knockdown viability, ATP luminescence, 48 h | Potency, µM (highest dose often 46.1 µM), for the others: at the top dose activity, negative = toxicity, hits mostly cytotoxic | 360,000 tested, 2% active;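 further: potency means the concentration at half of the fitted maximal effect; 0% = DMSO wells and -100% = cell-free medium wells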
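Luminescent ATP read-out (CellTiter-Glo, 10 min at room temperature) after 48 h compound exposure at 37 °C gave viability of IDH1-knockdown HT-1080 cells. Activity was normalised to DMSO and cell-free wells, then fitted as concentration-response curves.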
MCF10A rerep: A quantitative high throughput screen for small molecules that induce DNA re-replication in MCF 10a normal breast cells | MCF 10A DNA re-replication, Hoechst nuclear intensity, 48 h | Potency, µM (top dose mostly 46.1 µM), for the others: at the top dose activity, positive = re-replication, usual class: activators | 350,000 tested, 2.9% active; further: potency means the concentration at half of the fitted maximal effect; % of control where 0% means no effect; nearly all actives have a fitted effect of over 50% in size
KB-V1 cytotox: qHTS assay for MDR1-selective chemotherapeutics: Primary screen using the drug-selected MDR subline cells KB-V1. KB-V1 MDR cells viability, CellTiter-Glo, 72 h. Potency, µM (series often up to 46.1 µM), inactives show at the top dose activity change, negative = cytotoxicity, most hits filed as cytotoxic. 400,000 tested, 3.4% active; further: potency means the concentration at half of the fitted maximal effect; on the % scale 0 is the no-effect control and ±100 the full control effect; nearly all actives have a fitted effect of over 60% in size
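Drug-selected KB-V1 cells, grown in DMEM lacking phenol red with 10% FBS, receive compound titrations; after three days at 37 degrees C, surviving cell ATP is quantified by CellTiter-Glo luminescence and responses normalized and curve-fitted.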
ATXN viability: Viability Counterscreen for Primary qHTS for Inhibitors of ATXN expression. Potency, µM (doses to about 56.7 µM), actives largely listed as cytotoxic. 400,000 tested, 0.49% active. S2 cells (HEK-293 line with an ATXN2-luciferase reporter) viability, CellTiter-Fluor protease fluorescence, 24 h; further: potency means the concentration at half of the fitted maximal effect; nearly all actives have a fitted effect of over 40% in size
* = called active by the depositor; i = inactive; ? = inconclusive; . = not tested or not shown; & = joins results of further samples; [ ] = dose if it differs, or a comment. Unless noted, the call rests on the fitted dose curve; in most records, active means well fitted curve in the direction sought with a large enough effect; inconclusive means small, poorly fitted or top-dose-only effect, or another doubt; inactive means no such curve, though single readings can be large; an effect the other way counts as inactive or inconclusive.

SMILES	KB-3-1 tox	SW480 rerep	HT1080NT lethal	IL-1B inflam inh	ATXN2 expr inh	HT1080 IDH1KD tx	MCF10A rerep	KB-V1 cytotox	ATXN viability
COc1cc(NC(=O)CN2C(=O)NC(c3ccccc3)(c3ccccc3)C2=O)cc(OC)c1	-5%	14%	-1%	-25	-7%	-15%	?	4%	i
CCOC(=O)C1CCCN(c2ccc(NC(=O)c3snc4c(=O)[nH]c(C)nc34)cc2)C1 (stereo not given)	-3%	0%	13%	12	?	13%	6%	21%	?
C#CCOCCOCCOCCNc1nc(N2CCN(C(=O)CCCCCCCCCCNC(=O)[C@@H](CCSC)n3cc(CCO)nn3)CC2)nc(N2CCN(C(=O)CCCCCCCCCCNC(=O)[C@@H]([C@H](C)O)n3cc(C)nn3)CC2)n1	2%	-2%	-6%	?	-12%	-13%	16µM*	4%	i
CCc1nc2ccccc2n(CC)c1=O	4%	-1%	-1%	18	-2%	12%	6%	3%	i
COc1ccc(Oc2c(OC)cc(NCc3ccc(CN)cc3)c3ncccc23)cc1	15%	.	-11%	31	.	-18%	.	0%	i
COc1cc(CCC(=O)Nc2c(C(=O)N3CCN(c4ccccc4OC)CC3)oc3ccccc23)on1	-18%	-2%	-10%	-24	-6%	-4%	23%	-3%	i
Cc1ccc(S(=O)(=O)N2CCN(CC(=O)N/N=C\c3ccccn3)CC2)cc1	?	4%	-2%	46	2%	0%	-5%	3%	i
C/C(=N/NC(=O)c1cc(O)c(O)c(O)c1)c1ccc([N+](=O)[O-])cc1	3%	4%	-13%	6	.	0%	1%	8%	i
O=C(NNC(=O)c1ccccc1O)c1cccc(Br)c1	?	?	-14%	17	.	-27%	6%	?	?
CCOc1ccc(C2C(C(=O)Nc3cc(C)on3)c3ccccc3C(=O)N2CCN2CCOCC2)cc1 (stereo not given)	4%	4%	15%	-3	-14%	0%	9%	-22%	i
O=C(Oc1ccc(Br)cc1C(=S)N1CCCCC1)c1cc([N+](=O)[O-])cc([N+](=O)[O-])c1	-1%	1%[9.22 µM]	-19%	-2	-9%	-9%	15%	-15%	i
O=C(CCn1c(=O)[nH]c2ccsc2c1=O)Nc1ccc(F)c(F)c1	9%	-1%	6%	?	-8%	17%	12%	19%	i
CCC(Sc1ccc2nnc(-c3cccnc3)n2n1)C(=O)OC (stereo not given)	0%&14%	3%	-3%	-11	-1%	-1%	10%	-1%&11%	i
O=C1C2C(C(=O)N1/N=C/c1ccc(N3CCCCC3)o1)C1C=CC2C12CC2 (stereo not given)	?	?	9%	-26	5%	11%	18µM*	?	i
OCc1ccc(-c2cccc3nccn23)cc1	0%	.	33%	2	13%	1%	.	-1%	i
CNS(=O)(=O)c1cccc(C(=O)OCC(=O)N(CCC#N)c2ccccc2)c1	9%	0%	5%	0	1%	18%	3%	5%	i
COc1ccc(OC)c(NC(=O)C2CC(=O)N(c3ccccc3)C2)c1 (stereo not given)	6%	-2%	19%	-9	3%	3%	-6%	0%	i
COc1ccccc1N1CCN(S(=O)(=O)c2ccc(F)c(C(=O)Nc3ccc(C)c(F)c3)c2)CC1	2%	.	.	.	-8%	.	.	-1%	?
Cc1ccc(CNC(=O)C23CN(Cc4ccccc4)CC2C(c2cccc([N+](=O)[O-])c2)=NO3)cc1 (stereo not given)	7%	?	2%	0	9%	5%	0%	5%	i
Cc1cc(NC(=O)COC(=O)c2c(C)nn(-c3ccccc3)c2C)no1	-2%	-3%	1%	13	2%	-1%	11%	?	i
Cc1cccc(C)c1NC(=O)C(c1ccccc1F)n1c(=O)c(-c2ccco2)nc2ccccc21 (stereo not given)	-8%	.	-10%	-11	.	1%	.	?	.
COc1ccccc1NC(=O)c1c(Nc2ccccc2C)sc(C(=O)Nc2cccc(Cl)c2)c1N	?	27%	?	?	-39%	?	?	?	i
CCSc1nnc(NC(=O)C2CC=CCC2C(=O)O)s1 (stereo not given)	16%	-5%	8%	0	15%	10%	1%	4%	i
CCCC(NC(=O)c1c(C)noc1C)C12CC3CC(CC(C3)C1)C2 (stereo not given)	-2%	5%	17%	-11	-21%	15%	11%	?	?
COC(=O)c1ccc(NC(=O)CSc2nnc(-c3ccncc3)n2C)cc1	8%	0%	0%	-11	-6%	0%	0%	-24%	i

Single values from the list:
`COc1ccccc1NC(=O)c1c(Nc2ccccc2C)sc(C(=O)Nc2cccc(Cl)c2)c1N` | ATXN2 expr inh = -39%
`C/C(=N/NC(=O)c1cc(O)c(O)c(O)c1)c1ccc([N+](=O)[O-])cc1` | SW480 rerep = 4%

Back to the main list, starting 3 compounds before the break.
SMILES	KB-3-1 tox	SW480 rerep	HT1080NT lethal	IL-1B inflam inh	ATXN2 expr inh	HT1080 IDH1KD tx	MCF10A rerep	KB-V1 cytotox	ATXN viability
CCSc1nnc(NC(=O)C2CC=CCC2C(=O)O)s1 (stereo not given)	16%	-5%	8%	0	15%	10%	1%	4%	i
CCCC(NC(=O)c1c(C)noc1C)C12CC3CC(CC(C3)C1)C2 (stereo not given)	-2%	5%	17%	-11	-21%	15%	11%	?	?
COC(=O)c1ccc(NC(=O)CSc2nnc(-c3ccncc3)n2C)cc1	8%	0%	0%	-11	-6%	0%	0%	-24%	i
O=C(O)C1CC=CCC1C(=O)NC12CC3CC(CC(C3)C1)C2 (stereo not given)	-2%	-24%	2%	38	7%	1%	7%	-2%	i
CCOc1ccc(-c2cc(C(=O)O)c3ccccc3n2)cc1	-23%	3%	?	21	?	11µM*	15%	-43%	i
Cc1c(CCC(=O)NC2CC2)c(=O)oc2cc(O)ccc12	0%	-38%[inhibitor]	-4%	-12	-4%	-6%	?	0%	.
COc1ccc(S(=O)(=O)NC(=O)C2(C)CCN2C(=O)C2CC2)cc1 (stereo not given)	0%	.	21%	18	11%	9%	.	-2%	i
CCCc1cc2nnc(SCC(=O)N(C)C3CCCCC3)n2c(N)n1	2%	-5%	14%	-7	-23%	19%	20%	-30%	i
O=C(Oc1ccc2ccccc2c1Cl)N1CCCCCC1	?	8%	-20%	-26	204%[activator]	-32%	-1%	-16%	i
COc1cc2c(cc1NC(=O)COC(=O)[C@@H](NS(=O)(=O)c1ccccc1)C(C)C)oc1ccccc12	-9%	26%	-26%	-22	-1%	-26%	?	-3%	i
COC(=O)CCCC(=O)N1CCCC(N(C)CCc2ccccc2)C1 (stereo not given)	9%	-39%	12%	7	?	9%	-7%	-1%	i
Cc1cc(C)nc(-n2ncc3c2CC(c2ccc(C(C)C)cc2)CC3=O)n1 (stereo not given)	-23%	-4%	-4%	-86*	-6%	-17%	-1%	-10%	i
CC(C(=O)NC1C=CS(=O)(=O)C1)N1C(=O)/C(=C/c2ccc(Cl)cc2)SC1=S (stereo not given)	-6%	-1%	-12%	-59*	.	-28%	?	?	?
COc1ccc(NC(=O)C2CCN(C(=O)Nc3ccc(C)cc3)CC2)cc1OC	25%	0%	2%	19	-14%	6%	-5%	-20%	i
COc1ccc(-n2ccnc2SCC(=O)NC2CCCC2)cc1	9%	-1%	4%	3	8%	1%	7%	0%	i
O=C(CCNS(=O)(=O)c1ccccc1C(F)(F)F)N1CCN(S(=O)(=O)c2cccc(Cl)c2)CC1	-4%	?	-2%	-6	-2%	1%	6%	-6%	i
Cc1cccc(NC(=S)N2CCN(c3ccc(F)cc3)CC2)c1	-2%	-1%	?	9	-3%	27%	-3%	15%	i
COc1ccc(N(CC(=O)NC2CCCCC2)S(=O)(=O)c2c(C)[nH]c(=O)[nH]c2=O)cc1	20%	1%	0%	25	8%	5%	-2%	13%	i
Cc1cccc(NC(=O)/C=C/c2cccs2)n1	-3%	1%	-1%	10	29%	0%	0%	?	i
CCc1ccc(OCC(=O)NNC(=O)c2ccc(-n3cncn3)c([N+](=O)[O-])c2)cc1	-5%	-59%[inhibitor]	-4%	-3	2%	-2%	-3%	10%	i
O=C(COC(=O)c1oc2ccccc2c1CSc1ccc(Cl)cc1)NC1CCCC1	?	1%	0%	-13	.	-10%	?	?	i
CSc1ccc(CCNC(=O)C(C)n2c(C)c3cnn(-c4ccccc4)c(=O)c3c2C)cc1 (stereo not given)	-29%	.	.	.	-20%	.	.	14%	i
Cc1ccc(CNC(=O)CSc2nc3ccccc3c(=O)n2CC2CCCO2)cc1 (stereo not given)	-2%	-4%	5%	26	.	0%	2%	-10%	i
NS(=O)(=O)c1ccc(CCNC(=O)CNC(=O)c2ccccc2F)cc1	17%	1%	3%	34	-11%	1%	-3%	2%	i
CC1CCN(CCOCCSc2ccc(Cl)cc2)CC1	-8%	27%	?	-12	.	-29%	?	4%	?
O=C(NCc1ccncc1)Nc1ccc2c(c1)OCO2	-12%	1%	-12%	-2	-15%	19%	-12%	-2%	i
CN(C)CCN(C(=O)CN1C(=O)c2ccccc2C1=O)c1nc2cc3c(cc2s1)OCCO3	0%	-3%	7%	10	29%	17%	-2%	19%	i
CC(C)OC(=O)C1C(=O)CC(C)(O)C(C(=O)OC(C)C)C1c1ccccc1 (stereo not given)	0%	2%	8%	-11	6%	12%	-4%	-4%	?
COc1ccc(-n2nc(C(=O)N(C)c3cccc(C(F)(F)F)c3)c3c4ccccc4n(C)c3c2=O)cc1	-15%	.	.	.	17%	.	.	-24%	i
CC1=Nc2cc(Cl)ccc2Oc2ccccc21	-4%	-5%	6%	51	-25%	1%	-3%	-1%	i
CN(C)c1ccc(NC(=O)c2sc(SCC(=O)Nc3nccs3)nc2N)cc1	?	4%	-3%	-22	41%[activator]	-2%	11%	?	i

High-throughput results (PubChem BioAssay)
